# UHRF1 binding – UHRF1 methylated DNA binding inhibitors, primary screen, counter-screen for MBD2 inhibitor project, biochemical, TR-FRET, human UHRF1, single concentration; UHRF1 binding to methylated oligo; inhibition, % at 4.4 µM; hit rate 0.75% among 370,000; AID 687016, 2013; in the data active = inhibition above about 21%;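 also: UHRF1 SRA domain binding a hemimethylated CpG hairpin DNA probe; 0% = median of test compound wells and 100% = reference inhibitor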
# Tn7 DDE FP – inhibitors of Tn7 peptide binding to fibrin DD(E), primary screen, biochemical, fluorescence polarization, human fibrin, Tn7 probe | FP displacement of FITC-Tn7 peptide from fibrin DD(E); 0% = median of compound wells per plate | inhibition, % at 8.3 µM | hit rate 0.13% among 370,000 | AID 720508, 2013;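 active = inhibition above the mean of compounds falling within the control limits plus 3 SD of them, cut at about 14% in these data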;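 also: 0% = plate median of compound wells and 100% = 10 µM Aha-Tn7 peptide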
#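 System: human fibrin DD(E); quantity: Fibrin-DD(E) at 2 µM final; also added: fluorescent Tn7 probe at 0.1 µM; compound dosing: single nominal test concentration of 8.3 µM per compound; schedule: 10 min preincubation, 3 h with tracer, room temperature; detection: fluorescence polarization of the labelled Tn7 tracer; repeats: one replicate per compound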
# ARFGAP1 inhibitor – inhibitors of rat ARFGAP1 GAP activity, primary screen, biochemical, fluorescence polarization, GDP tracer. Arfgap1-stimulated ARF1 GTP hydrolysis, GDP FP detection. inhibition, % at 16.5 µM. hit rate 0.26% among 360,000;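 active = inhibition above a per-plate limit, mean inhibition of low control wells plus 3 SD, cut at about 25% in these data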;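 also: 0% = DMSO wells with enzyme and 100% = wells lacking Arfgap1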
# Target sequence (Q62848 1-136 limits assumed): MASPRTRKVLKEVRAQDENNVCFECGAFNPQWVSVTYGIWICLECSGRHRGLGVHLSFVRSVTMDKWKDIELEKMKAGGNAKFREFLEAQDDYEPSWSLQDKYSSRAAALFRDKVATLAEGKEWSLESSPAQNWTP
#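 Assay system: purified rat His6-Arfgap1 residues 1-136 (GAP domain); Reagent: human Δ17 ARF1 bound to GTP; Dosing: 16.5 µM single point, 1.26% DMSO; Times: GTP hydrolysis reaction 2 h at 25 °C; Signal: FP, GDP Alexa 633 tracer displaced from anti-GDP antibody, 620/688 nm; Measure: % inhibition from polarization.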
# Tn6 DDE FP – inhibitors of Tn6 peptide binding to fibrin DD(E), primary screen, biochemical, fluorescence polarization, human fibrin, Tn6 probe; AID 720509, 2013; inhibition, % at 8.3 µM; Fibrin DD(E) TRITC-Tn6 fluorescence polarization displacement; hit rate 0.21% among 370,000;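 active = inhibition above a per-campaign cutoff: mean of compounds within control limits plus 3 SD, cut at about 15% in these data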;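 also: 0% = median of all compound wells on the plate and 100% = blocking peptide control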
# PLCb3 inh – human PLC-beta3 inhibitors, primary screen, biochemical, fluorescence; hit rate 0.18% among 370,000; Purified PLC-beta3, fluorogenic substrate; 1-phosphatidylinositol 4,5-bisphosphate phosphodiesterase beta-3 (Homo sapiens), Q01970; AID 720704, 2013; inhibition, % at 12.2 µM; in the data active = inhibition above about 11%;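 also: 0% = median of compound wells on plate and 100% = full blocker control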
# PLC-gamma1 inh – PLC-gamma1 enzyme inhibitors, primary screen, biochemical, fluorescence, purified enzyme. fluorogenic substrate. inhibition, % at 12.2 µM. hit rate 0.84% among 370,000. AID 720700, 2013; in the data active = inhibition above about 9.5%
# Rev-erbA mod – modulators of Rev-erb alpha DNA binding, primary screen, biochemical, FITC-DNA, fluorescence polarization, uHTS. Nuclear receptor subfamily 1 group D member 1 (Homo sapiens), P20393. Rev-erbα–FITC-DNA binding, 90 min. activity, % at 10 µM. hit rate 0.79% among 370,000;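 active = activity above about 14%, limit read from the data; passing the limit was not always enough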;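 also: 0% = DMSO wells with 35 nM protein and 100% = DMSO wells with 750 nM protein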
# ASAP1 GAP inh – inhibitors of human ASAP1 ArfGAP activity, primary screen, biochemical, fluorescence polarization; ASAP1-stimulated ARF1 GTP hydrolysis, GDP FP detection; hit rate 0.19% among 360,000; AID 624377, 2012; inhibition, % at 16.5 µM; in the data active = inhibition above about 25%;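 also: 0% = vehicle with enzyme and substrate and 100% = no enzyme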
# HGIII-sPLA2 inh – human group III sPLA2 inhibitors, primary screen, biochemical, QFRET, BODIPY PC-A2 liposome substrate; QFRET BODIPY PC-A2 liposome hydrolysis, fluorescence; hit rate 0.56% among 370,000; Group 3 secretory phospholipase A2 (Homo sapiens), Q9NZ20; AID 743126, 2013; inhibition, % at 12.2 µM;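 active = inhibition above mean plus 3 SD of compounds lying within the high and low control bounds, cut at about 19% in these data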;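 also: 0% = median of test compound wells and 100% = no enzyme DMSO wells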
# Target sequence (Q9NZ20 whole entry, looked up): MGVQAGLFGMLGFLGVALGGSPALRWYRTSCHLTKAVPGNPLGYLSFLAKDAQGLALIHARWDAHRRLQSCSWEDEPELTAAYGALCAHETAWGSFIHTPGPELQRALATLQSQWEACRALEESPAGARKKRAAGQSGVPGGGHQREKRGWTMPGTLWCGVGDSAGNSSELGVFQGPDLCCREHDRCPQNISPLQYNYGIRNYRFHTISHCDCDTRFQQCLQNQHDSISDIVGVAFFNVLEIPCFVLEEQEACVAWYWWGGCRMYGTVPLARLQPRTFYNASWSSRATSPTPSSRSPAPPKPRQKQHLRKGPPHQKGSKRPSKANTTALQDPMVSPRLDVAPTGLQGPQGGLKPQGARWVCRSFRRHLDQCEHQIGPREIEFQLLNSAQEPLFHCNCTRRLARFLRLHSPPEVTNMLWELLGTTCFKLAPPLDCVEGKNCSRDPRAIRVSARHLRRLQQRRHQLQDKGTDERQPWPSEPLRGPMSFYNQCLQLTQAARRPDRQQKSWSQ
# proKLK7 act – proKLK7 zymogen activators, primary screen, biochemical, fluorescence intensity | Kallikrein-7 (Homo sapiens), P49862 | purified proKLK7, EDANS-DABCYL substrate fluorescence; 100% is mature enzyme control, 0% vehicle | activation, % at 7 µM | hit rate 0.9% among 370,000 | AID 652039, 2013;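 active = activation above the mean of all tested compounds plus 3 SD, computed per campaign excluding outliers beyond control limits, cut at about 13% in these data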
# Target sequence (P49862 whole entry, looked up): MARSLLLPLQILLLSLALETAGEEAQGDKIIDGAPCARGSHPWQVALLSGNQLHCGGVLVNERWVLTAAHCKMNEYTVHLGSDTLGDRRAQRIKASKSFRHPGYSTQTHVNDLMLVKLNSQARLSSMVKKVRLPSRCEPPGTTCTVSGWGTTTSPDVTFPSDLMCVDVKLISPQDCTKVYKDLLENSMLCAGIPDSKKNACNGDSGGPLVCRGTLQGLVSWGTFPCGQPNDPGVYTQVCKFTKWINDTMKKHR
# An asterisk follows results filed as active; · = no result given.
nr	compound	ASAP1 GAP inh	UHRF1 binding	HGIII-sPLA2 inh	Tn7 DDE FP	PLCb3 inh
1	CCCCn1c(N)c(N(CC(C)C)C(=O)CSCC(=O)Nc2ccc(C)cc2)c(=O)[nH]c1=O	-7	2	13	-1	-10
2	COCCn1c(SC(C)C(=O)NCC2CCCO2)nc2scc(-c3ccc(F)cc3)c2c1=O (stereo not given)	8	0	0	1	-4
3	CC1CCCC(C)N1C(=O)COC(=O)c1ccccc1C(=O)c1ccccc1 (stereo not given)	-6	2	14	5	-3
4	Cc1cc(N)n(-c2ccc(C)c(C)c2)n1	8	-7	5	0	0
5	C[C@@H]1CN([C@H](C)CO)C(=O)CCCn2nncc2CO[C@H]1CN(C)C	5	0	-2	-2	2
6	CC(C)N1CCC1(C)C(=O)Nc1cccc2ccccc12 (stereo not given)	-11	-1	10	-4	-3
7	Cc1ccc(N2C(=O)CCC2(C#N)c2ccccc2)cc1 (stereo not given)	9	2	-1	1	-4
8	Cc1ccc(NC(=O)CN2C(=O)S/C(=C\c3cccn3C)C2=O)cc1	-4	-3	1	0	0
9	CCOC(=O)c1c(C)[nH]c(C)c1C(=O)CSc1nc2ccccc2[nH]1	-21	-1	-13	-1	0
10	c1ccc(Cn2nnnc2CN2CCOCC2)cc1	6	-1	3	3	1

nr	proKLK7 act	PLC-gamma1 inh	Rev-erbA mod	ARFGAP1 inhibitor	Tn6 DDE FP
1	0.4	1	-5	5	-8
2	-1.0	-4	-2	-4	2
3	0.2	-2	-4	-10	8
4	0.7	-3	1	3	1
5	0.5	2	-7	-11	2
6	-0.3	3	-4	7	-6
7	0.4	2	8	7	5
8	-0.3	0	-8	13	4
9	-0.2	2	-5	11	-4
10	0.5	3	1	3	-3

# Next section
nr	compound	ASAP1 GAP inh	UHRF1 binding	HGIII-sPLA2 inh	Tn7 DDE FP	PLCb3 inh
11	CCCCCCCN1CCN=C1Nc1ccccc1	-4	-2	6	10	3
12	O=[N+]([O-])c1ccc2ncnc(Nc3ccc4c(c3)OCCO4)c2c1	-3	2	9	-7	0
13	CC(=O)Nc1ncc(Cc2cccc(Cl)c2Cl)s1	-3	-2	-2	-7	3
14	CC(=O)N1N=C(c2c(-c3ccccc3)c3cc(Br)ccc3[nH]c2=O)CC1c1ccco1 (stereo not given)	-6	0	-20	0	-5
15	CCOC(=O)c1sc2nc(CSc3ccccc3)nc(NCCN(C)C)c2c1C	9	0	-20	1	-4
16	Cc1ccc(SCC(=O)O/N=C(\N)c2ccncc2)cc1	4	-1	-16	3	-6
17	COc1c(/C=N/Nc2nc(N3CCCCC3)nc(N3CCCCC3)n2)cccc1[N+](=O)[O-]	3	1	2	8	0
18	CC(C)CN1C(=O)C[C@@]2(C(=O)N(C)c3ccc(NC(=O)C(F)(F)F)cc32)C1c1ccccc1 (stereo not given in full)	·	2	8	10	2
19	O=C(O)c1cccc(N2C(=O)C=CC2=O)c1	5	3	-3	4	-3
20	C(/C=C/c1ccccn1)=C\c1ccccc1	6	-1	-8	-6	-27

nr	proKLK7 act	PLC-gamma1 inh	Rev-erbA mod	ARFGAP1 inhibitor	Tn6 DDE FP
11	0.5	2	-7	4	2
12	0.2	6	1	1	8
13	0.2	-1	-5	-2	2
14	-0.4	0	-1	-8	1
15	-0.5	0	2	0	4
16	-0.6	0	1	-1	-1
17	0.2	1	-1	2	1
18	-0.3	0	5	·	0
19	0.1	-1	-9	3	8
20	1.0	-14	3	12	0

# Continued.
nr	compound	ASAP1 GAP inh	UHRF1 binding	HGIII-sPLA2 inh	Tn7 DDE FP	PLCb3 inh
21	Fc1cccc(-c2cc3nc(-c4ccccc4)cc(N4CCC5(CC4)OCCO5)n3n2)c1	10	6	-6	-3	-312
22	O=C(c1ccccc1)c1ccccc1N/C=C/c1nnnn1-c1ccccc1	-12	1	-10	7	-8
23	O=C(Nc1ccc2c(c1)OCCO2)C(CCc1ccccc1)N1CCC(Cc2ccccc2)CC1 (stereo not given)	0	-1	-9	7	-2
24	N#C/C(C(=O)Nc1ccc(Cl)cc1)=C(/S)Nc1ccccc1	8	-6	-27	0	-41
25	O=C(Nc1nc2ccccc2s1)C1CC(=O)N(c2ccc(Cl)cc2)C1 (stereo not given)	-5	4	-5	-1	-4
26	C=CCOC(=O)C1=C[C@@H](c2ccc(Br)cc2)C[C@@H](OCCCCO)O1	-8	6	-7	-9	-3
27	Cc1n[nH]c(C)c1S(=O)(=O)N1CCCC(C(=O)NCc2cccs2)C1 (stereo not given)	7	2	6	0	1
28	CCN(CC1CCCO1)C(=O)c1cc(COc2cc(C)c(Cl)c(C)c2)on1 (stereo not given)	-5	-2	-5	-2	-15
29	CC(C)(C)NC(=O)NC(=O)CSc1nnc(-c2ccccc2F)n1N	-17	0	-3	4	-2
30	Cc1ccc(CN(C(=O)Cn2nnc3ccccc32)C(C(=O)NCc2ccco2)c2ccc(C)o2)cc1 (stereo not given)	1	4	-8	5	1

nr	proKLK7 act	PLC-gamma1 inh	Rev-erbA mod	ARFGAP1 inhibitor	Tn6 DDE FP
21	-26	-341	-1	4	-9
22	1.4	-9	6	4	2
23	-0.5	0	-3	-1	-3
24	-3.1	-20	0	0	0
25	0.6	-2	-4	-1	13
26	0.7	-2	-10	-9	-5
27	-0.4	-2	1	0	-8
28	0.0	-3	2	5	0
29	-0.3	-3	-1	7	-5
30	0.1	1	4	11	-8

# Excerpt, compounds 28–30
nr	compound	ASAP1 GAP inh	UHRF1 binding	HGIII-sPLA2 inh	Tn7 DDE FP	PLCb3 inh
28	CCN(CC1CCCO1)C(=O)c1cc(COc2cc(C)c(Cl)c(C)c2)on1 (stereo not given)	-5	-2	-5	-2	-15
29	CC(C)(C)NC(=O)NC(=O)CSc1nnc(-c2ccccc2F)n1N	-17	0	-3	4	-2
30	Cc1ccc(CN(C(=O)Cn2nnc3ccccc32)C(C(=O)NCc2ccco2)c2ccc(C)o2)cc1 (stereo not given)	1	4	-8	5	1

nr	proKLK7 act	PLC-gamma1 inh	Rev-erbA mod	ARFGAP1 inhibitor	Tn6 DDE FP
28	0.0	-3	2	5	0
29	-0.3	-3	-1	7	-5
30	0.1	1	4	11	-8

# Continued.
nr	compound	ASAP1 GAP inh	UHRF1 binding	HGIII-sPLA2 inh	Tn7 DDE FP	PLCb3 inh
31	O=C(O)CCn1c(=O)[nH]c(=O)n(CCC(=O)O)c1=O	-7	-2	2	-6	-2
32	CCOc1ccc(NS(=O)(=O)c2cccs2)cc1S(=O)(=O)N1CCCC1	9	1	-5	-3	1
33	COc1ccc(CN2CCC(N(CCc3ccccc3)Cc3ccccc3)CC2)c(OC)c1	2	0	-6	1	-4
34	CCc1cccc(C)c1NC(=O)C1CC=CCC1C(=O)O (stereo not given)	1	-1	-6	2	3
35	CC1CCCCC1NC(=O)Cn1ncc2ccccc21 (stereo not given)	2	-1	-4	-7	1
36	CC1(C)O[C@@H]2[C@H](O1)[C@@H](CO)O[C@H]2n1cnc2c(=O)[nH]cnc21	3	1	3	3	6
37	O=C(Nc1cc(C(F)(F)F)ccc1Cl)C(Sc1cccc[n+]1[O-])c1ccccc1 (stereo not given)	1	-3	-10	5	-1
38	Cc1ccccc1-n1cc(CNC(=O)CC2C(=O)NCCN2C/C=C/c2ccccc2)cn1 (stereo not given)	-6	2	-5	-8	-3
39	CC(=O)N=c1c(C#N)cc2c(=O)n3cccc(C)c3nc2n1CCCOC(C)C	-10	-1	2	-1	-127
40	CCOC(=O)C1Oc2ccccc2C(c2ccc(C)cc2)=C1C(=O)OC (stereo not given)	-3	0	-6	-2	-4

nr	proKLK7 act	PLC-gamma1 inh	Rev-erbA mod	ARFGAP1 inhibitor	Tn6 DDE FP
31	-0.1	2	-4	3	8
32	-0.5	-1	2	-4	-4
33	0.8	5	-1	10	10
34	-0.1	-2	0	-11	-8
35	0.1	1	3	-1	4
36	0.3	6	7	7	-2
37	1.2	2	-5	-7	-3
38	-0.5	-1	-2	6	10
39	5.0	-135	-9	8	-3
40	0.1	-5	6	-5	1

# A different layout for 4 compounds above:
[32] CCOc1ccc(NS(=O)(=O)c2cccs2)cc1S(=O)(=O)N1CCCC1
[33] COc1ccc(CN2CCC(N(CCc3ccccc3)Cc3ccccc3)CC2)c(OC)c1
[34] CCc1cccc(C)c1NC(=O)C1CC=CCC1C(=O)O (stereo not given)
[35] CC1CCCCC1NC(=O)Cn1ncc2ccccc21 (stereo not given)

entry no.	32	33	34	35
ASAP1 GAP inh	9	2	1	2
UHRF1 binding	1	0	-1	-1
HGIII-sPLA2 inh	-5	-6	-6	-4
Tn7 DDE FP	-3	1	2	-7
PLCb3 inh	1	-4	3	1
proKLK7 act	-0.5	0.8	-0.1	0.1
PLC-gamma1 inh	-1	5	-2	1
Rev-erbA mod	2	-1	0	3
ARFGAP1 inhibitor	-4	10	-11	-1
Tn6 DDE FP	-4	10	-8	4

# Other compounds follow:
nr	compound	ASAP1 GAP inh	UHRF1 binding	HGIII-sPLA2 inh	Tn7 DDE FP	PLCb3 inh
41	CCCNC(=O)c1ccc(N2CCC3(CC2)CC(c2cccc(Br)c2)=NO3)c(NC(=O)c2cccc(OC)c2)c1	2	-4	-20	-1	-9
42	COc1ccnc2c1c(=O)n(Cc1ccc(Cl)cc1)c(=O)n2C	3	-1	4	5	-8
43	OC1(C#Cc2c(-c3ccsc3)sc3ccccc23)CCCCC1	-4	-1	-29	0	-18
44	O=C(Nc1ccc(N2CCOCC2)c(F)c1)c1ccncc1	2	0	-1	-5	2
45	Cc1ccc(C)c(-n2ccnc2SCC(=O)O)c1	-8	2	6	1	-3
46	Cc1cccc(NC(=S)NCCc2ccc(Cl)cc2)c1C	9	-1	5	-2	-7
47	Cc1ccc(S(=O)(=O)N/N=C/c2c(F)cccc2Cl)cc1	13	-2	0	-5	2
48	CC(Oc1ccccc1F)C(=O)NNC(=O)CCNC(=O)c1ccccc1Cl (stereo not given)	6	0	4	-8	-3
49	COc1ccc(S(=O)(=O)N2CCN(Cc3cccnc3)CC2)cc1	-5	-1	7	3	-8

nr	proKLK7 act	PLC-gamma1 inh	Rev-erbA mod	ARFGAP1 inhibitor	Tn6 DDE FP
41	-5.3	-4	4	2	6
42	-0.8	-1	-1	0	-3
43	-0.8	-11	5	6	-4
44	0.0	2	3	0	1
45	0.3	2	-3	-1	1
46	-0.7	-1	3	-2	5
47	0.1	11*	1	9	-3
48	0.1	2	-1	12	-2
49	-0.2	0	4	7	4

# Source: PubChem BioAssay
